# Screening data from PubChem.
# H1N1 NS1A inhibition – H1N1 influenza NS1A inhibitors, functional cell based assay (AID 504329). one-dose inhibition, % at 12.5 µM; IC50 in µM for titrated hits. hit rate 0.3% among 340,000. NS1A functional cell-based assay, percent inhibition; higher % means a stronger effect; in the data active = a potency from the dose series; inconclusive = inhibition above about 27% without an active follow-up result; also: strong numbers were not always called active
# VEEV TC-83 Vero – inhibitors of VEEV TC-83 cytopathic effect, confirmation, Vero cells (AID 588727). Vero cells, VEEV TC-83 cytopathic effect inhibition; higher % means a stronger effect. inhibition, % at 20 µM; hits with a dose series show IC50 in µM. hit rate 0.13% among 350,000; in the data active = a potency from the dose series; inconclusive = inhibition mostly from about 14% at the one dose, without a potency; inactive = the rest, 99 in 100 with inhibition below about 12%; also: strong numbers were not always called active
# M. tuberculosis – growth inhibition of non-replicating M. tuberculosis (AID 488890); Mycobacterium tuberculosis non-replicating, growth inhibition; higher % means a stronger effect; inhibition, % at 25 µM, or IC50 in µM where a hit was titrated; hit rate 0.39% among 320,000; in the data active = a potency from the dose series; inconclusive = inhibition mostly from about 82% at the one dose, without a potency; inactive = the rest, 99 in 100 with inhibition below about 76%;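 also: plate controls were DMSO cells for no effect and high antibiotic wells for full effect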
# M. tuberculosis HTS – M. tuberculosis growth inhibition, HTS (AID 449762); M. tuberculosis H37Rv growth inhibition, 7H9 media; higher % means a stronger effect; one-dose inhibition, % at 25 µM; IC50 in µM for titrated hits; hit rate 0.59% among 330,000; in the data active = a potency from the dose series; inconclusive = inhibition above about 70% without an active follow-up result;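 also: bacterial growth assessed after seven days of incubation; strong numbers were not always called active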
# PhoP GFP inhibition – PhoP regulon inhibitors, Salmonella typhi PhoP promoter GFP reporter, confirmatory (AID 1850); Salmonella Typhi PhoP-promoter GFP reporter, fluorescence, 4 h; higher % means a stronger effect; hit rate 0.33% among 310,000; one-dose inhibition, % at 50 µM; IC50 in µM for titrated hits; in the data active = a potency from the dose series; inconclusive = inhibition mostly from about 25% at the one dose, without a potency; inactive = the rest, 99 in 100 with inhibition below about 19%;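 also: 0% = induced wells with vehicle and 100% = uninduced wells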
# Starred values were filed as active, the others as inactive; i = inactive; u = inconclusive; x = not tested or not shown; & = joins results of further samples.
SMILES,H1N1 NS1A inhibition,VEEV TC-83 Vero,M. tuberculosis,M. tuberculosis HTS,PhoP GFP inhibition
COc1cccc(C(=O)OC(C)C(=O)Nc2ccc3c(c2)OCO3)c1 (configuration not stated),-10.4%,7.3%,15.3%,-7.8%,x
CCOc1ccc(C(=O)NC2CCN(C(=O)Nc3ccccc3OC)CC2)cc1,-7.1%,8.5%,7.9%,-7.6%,1.2%
CCCc1cc(N2CCCC(C(=O)Nc3cc(Cl)ccc3OC)C2)n2ncnc2n1 (configuration not stated),2.1%,0.7%,26.7%,1.2%,-6.1%
O=C(N/N=C\c1ccc(Oc2ccccc2)cc1)c1csnn1,-10.1%,0.3%,44.8%,0.4%,-7.3%
Cc1ccc2occ(C(=O)c3ccco3)c(=O)c2c1,-7.0%,1.2%,u,-0.8%,-4.6%
CC(C)CCN1CCN(Cc2ccoc2)CC1CCO (configuration not stated),2.0%,0.6%,23.9%,-0.3%,-3.7%
CCc1cc(C=NC2CCCCC2)c(O)s1,1.9%,2.6%,1.78µM*,-6.6%,-4.4%
O=S(=O)(NCC(c1ccc2c(c1)OCO2)N1CCOCC1)c1ccccc1 (configuration not stated),-20.7%,1.8%,1.9%,-1.1%,2.1%
COc1cc(CC(=O)NCc2ccc3c(c2)OCO3)cc(OC)c1OC,8.8%,1.0%,-1.6%,-4.7%,-4.6%
O=c1[nH]c2ccc(Cl)cc2c(O)c1Cc1ccccc1,-0.7%,2.6%,16.6%,2.2%,-2.5%
CC(C)CCN1C(Nc2ccccc2)=NC[C@@H]1Cc1ccccc1,-9.6%,i,54.2%,4.3%,5.5%
Cc1ccc(NC2CCCN(C(=O)CCn3nccc3C)C2)cc1C (configuration not stated),-2.4%,0.6%,23.3%,1.9%,-2.1%
CCOC(=O)C1CCN(C(=O)COc2cccc3ccccc23)CC1,8.6%,u,53.3%,-2.2%,5.1%
C(=C/c1nccc2c1[nH]c1ccccc12)/c1ccc2c(c1)OCO2,-10.8%,i,x,x,x
COc1ccc(CCC(=O)Nc2nc3c(s2)CN(C)CC3)cc1OC,12.5%,0.9%,1.4%,0.1%,-0.6%
Cc1cccc(N(C(=O)c2csnn2)C(C(=O)NC(C)(C)C)c2ccncc2)c1 (configuration not stated),0.4%,i,-4.2%,-6.5%,-9.0%
O=C1NC[C@H](Cc2ccccc2)N(C[C@H]2CCCN2C[C@H](Cc2ccccc2)N2C[C@H](Cc3ccccc3)N(CC3CCCCC3)C(=O)C2=O)C1=O,-1.9%,1.9%,x,x,x
COc1ccc(CCNC(=O)CCS(=O)(=O)c2ccc3c(c2)CCN3C(C)=O)cc1OC,10.2%,0.4%,3.0%,-4.0%,4.3%
CC(=O)Nc1ccc(NC(=O)CSc2nnc(NC(=O)C3CC(=O)N(c4ccc(F)cc4)C3)s2)cc1 (configuration not stated),-7.7%,0.9%,7.6%,-18.7%,-6.3%
O=C(NCCN1CCOCC1)c1csc2c1CCCCC2,-7.6%,0.7%,-10.9%,2.2%,-7.5%
CCOC(=O)N1CCN(C(=O)c2ccc(N(C)S(=O)(=O)c3ccc(C)cc3)cc2)CC1,-7.1%,4.6%,-1.4%,-13.8%,-0.6%
CCOc1ncccc1C(=O)Nc1cc(S(=O)(=O)N2CCCCC2)ccc1Cl,-12.7%,4.6%,-6.2%,6.3%,x
O=C(Nc1nc(-c2ccc(S(=O)(=O)N3CCOCC3)cc2)cs1)c1ccccc1,0.7%&8.8%,u,29.1%,5.5%,5.0%
O=C(Cc1ccc(Cl)cc1)N1CCN(C(=O)c2ccco2)CC1,-0.7%,1.9%,x,-10.9%,1.2%
COC(=O)C1C(O)=C(C(C)=N)C(=O)CC1(C)C (configuration not stated),-1.7%,1.2%,-2.2%,-6.0%,-7.7%
CC(C)c1ccc(N(C(=O)c2ccc3c(c2)OCO3)C2C=CS(=O)(=O)C2)cc1 (configuration not stated),-2.2%,i,21.9%,11.5%,-0.6%
Cc1ccc(NC(=O)C2Oc3ccccc3OC2C)cc1 (configuration not stated),-4.3%,0.2%,77.0%,-6.4%,-8.0%
COC(OC)c1nc(SCC(=O)Nc2cccc(Cl)c2)ncc1C(=O)O,-4.1%,1.3%,34.7%,-7.6%,5.7%
O=C1COc2ccc(S(=O)(=O)N3CCCCCC3)cc2N1,-1.8%,3.4%,-4.2%,0.1%,0.7%
O=C(NC1CCCC1)c1cc(=O)[nH]c2ccccc12,-16.9%,i,-13.4%,-3.1%,-6.7%

# Ordered by length of the SMILES (rising): part of the list above
SMILES,H1N1 NS1A inhibition,VEEV TC-83 Vero,M. tuberculosis,M. tuberculosis HTS,PhoP GFP inhibition
CCc1cc(C=NC2CCCCC2)c(O)s1,1.9%,2.6%,1.78µM*,-6.6%,-4.4%
CC(C)CCN1CCN(Cc2ccoc2)CC1CCO (configuration not stated),2.0%,0.6%,23.9%,-0.3%,-3.7%
O=C(NCCN1CCOCC1)c1csc2c1CCCCC2,-7.6%,0.7%,-10.9%,2.2%,-7.5%
Cc1ccc(NC(=O)C2Oc3ccccc3OC2C)cc1 (configuration not stated),-4.3%,0.2%,77.0%,-6.4%,-8.0%
O=C(NC1CCCC1)c1cc(=O)[nH]c2ccccc12,-16.9%,i,-13.4%,-3.1%,-6.7%
O=c1[nH]c2ccc(Cl)cc2c(O)c1Cc1ccccc1,-0.7%,2.6%,16.6%,2.2%,-2.5%
O=C(N/N=C\c1ccc(Oc2ccccc2)cc1)c1csnn1,-10.1%,0.3%,44.8%,0.4%,-7.3%
Cc1ccc(NC2CCCN(C(=O)CCn3nccc3C)C2)cc1C (configuration not stated),-2.4%,0.6%,23.3%,1.9%,-2.1%
CCOC(=O)C1CCN(C(=O)COc2cccc3ccccc23)CC1,8.6%,u,53.3%,-2.2%,5.1%
O=C(Cc1ccc(Cl)cc1)N1CCN(C(=O)c2ccco2)CC1,-0.7%,1.9%,x,-10.9%,1.2%
COc1cc(CC(=O)NCc2ccc3c(c2)OCO3)cc(OC)c1OC,8.8%,1.0%,-1.6%,-4.7%,-4.6%
COc1cccc(C(=O)OC(C)C(=O)Nc2ccc3c(c2)OCO3)c1 (configuration not stated),-10.4%,7.3%,15.3%,-7.8%,x
CCOc1ccc(C(=O)NC2CCN(C(=O)Nc3ccccc3OC)CC2)cc1,-7.1%,8.5%,7.9%,-7.6%,1.2%
CCCc1cc(N2CCCC(C(=O)Nc3cc(Cl)ccc3OC)C2)n2ncnc2n1 (configuration not stated),2.1%,0.7%,26.7%,1.2%,-6.1%
O=C(Nc1nc(-c2ccc(S(=O)(=O)N3CCOCC3)cc2)cs1)c1ccccc1,0.7%&8.8%,u,29.1%,5.5%,5.0%

# Remaining list, next part
SMILES,H1N1 NS1A inhibition,VEEV TC-83 Vero,M. tuberculosis,M. tuberculosis HTS,PhoP GFP inhibition
Cc1ccc(CC(=O)Nc2ccc(F)c([N+](=O)[O-])c2)cc1C,-3.8%,1.6%,26.9%,4.6%,4.3%
CSc1ccccc1C(=O)N1CCCC(CCC(=O)NCc2ccc(F)c(F)c2)C1 (configuration not stated),-5.4%,i,-10.4%,-7.0%,-0.5%
C=C(C)C(=O)N1CC2(CC(c3cccc(NC(=O)/C=C\C=C/C)c3)=NO2)C[C@H]1C(N)=O (some centres not stated),-11.8%,0.2%,-2.3%,-3.3%,2.8%
CC(C)[C@H](NC(=O)N1CC(=O)Nc2ccccc21)C(=O)N[C@H](Cc1c[nH]c2ccccc12)C(=O)O,-5.9%,0.9%,-5.5%,-5.4%,-3.4%
Cc1nc(C)c(NC(=O)N2CCc3ccccc32)cc1NC(=O)N1CCc2ccccc21,0.4%,0.2%,6.4%,6.0%,-6.6%
CCOc1ccc(C(=O)CC(=O)C(=O)NCCc2ccc(OC)c(OC)c2)cc1,4.7%,0.4%,x,-1.1%,-1.9%
O=C(COc1ccccc1[N+](=O)[O-])N1CCN(c2ccccn2)CC1,-8.0%,1.0%,-9.2%,-4.8%,-0.1%
CCOc1ccc(NC(=O)C2CC(=O)N(CCc3ccc(OC)c(OC)c3)C2)cc1OCC (configuration not stated),2.9%,1.3%,2.8%,-11.9%,x
COc1cccc(C(=O)NCC(=O)OCC(=O)c2ccccc2)c1,4.3%,1.0%,-13.7%,-2.5%,-6.9%
COc1cc(NC(=O)CCCOc2ccc(Cl)cc2Cl)c(C(=O)O)cc1OC,-5.3%,4.2%,33.5%,1.2%,11.3%
CNCC(O)c1ccc(O)cc1 (configuration not stated),x,x,-2.2%,-9.6%,-9.1%
Cc1nc2ccc(NC(=O)c3ccc(=O)[nH]c3)cc2s1,-8.1%,1.1%,-7.8%,-4.4%,-8.0%
COc1ccc(N2C(=O)/C(=C/c3ccc(N(C)C)o3)C(=O)NC2=S)cc1,18.2%,1.4%,4.2%,7.5%,-19.4%
CC(C)(C)C(=O)COc1ccccc1[N+](=O)[O-],3.9%,1.3%,i,-5.5%,6.4%
C/C(CC(=O)Nc1cccc(F)c1)=N\NC(=O)c1ccncc1,-2.3%,i,75.0%,u,-5.8%
Cc1csc(NC(=O)CSc2nsc(SCC(=O)Nc3nc(C)cs3)c2C#N)n1,9.2%,4.6%,55.8%,9.2%,0.2%
COc1cccc(CC(=O)NCCCSc2ccccc2)c1,-8.0%,7.0%,13.0%,-13.5%,-8.9%
COc1ccccc1OCCn1c(SCC(=O)O)nc2ccccc21,-2.0%,1.2%,11.3%,-0.4%,-4.7%
Cc1ccc(CCN2C(Nc3ccccc3)=NC[C@@H]2C)cc1,-5.4%,i,-5.4%,-8.2%,-2.4%
Cc1ccc(C2C(C(=O)c3ccco3)=C(O)C(=O)N2c2nnc(C)s2)cc1 (configuration not stated),5.4%,1.8%,50.4%,-6.3%,-1.4%
CN(C)/N=C/c1c(O)ccc2ccccc12,-9.8%,7.1%,u,27.8%,-5.0%
COc1ccccc1OCCn1c(=O)sc2ccccc21,1.1%,1.2%,11.3%,3.4%,-11.6%
Cc1cc(C)n(C(=O)c2cc([N+](=O)[O-])cc([N+](=O)[O-])c2)n1,5.0%,1.1%,15.4%,3.6%,-0.5%
Cc1ccc(OCCNC(=O)/C=C/c2ccccc2)cc1,-2.0%,0.9%,-14.7%,4.3%,-2.3%
O=C(Nc1nnc(-c2cc(Cl)ccc2Cl)o1)C1=COCCO1,-13.7%,0.7%,i,u,-7.0%
COc1ccc(CCNC(=O)CSc2nnc(Cn3c(=O)sc4ccccc43)n2C)cc1OC,-1.7%,1.8%,18.1%,2.4%,-18.2%
CCCCC(=O)NC(c1cccc([N+](=O)[O-])c1)c1ccc2cccnc2c1O (configuration not stated),17.2%,29.9%,x,x,x
Cc1ccc2cc(C3C(C#N)=C(N)Oc4c3ccc3cccnc43)c(=O)[nH]c2c1 (configuration not stated),14.3µM*,8.1%,-7.1%,3.7%,-0.9%
CC1CCCC(N2CCN(S(=O)(=O)c3ccccc3)CC2)C1 (configuration not stated),11.1%,0.3%,-1.6%,-1.8%,-0.5%
CSCCC(Nc1nc2ccccc2s1)C(=O)O (configuration not stated),-3.5%,5.1%,0.3%,-6.1%,-8.9%
Cc1ccc(O)c(C(=O)c2cnc3c(c2)CN(CCC(C)C)C(=O)N3)c1,4.9%,2.8%,28.6%,2.7%,-8.6%
Cc1ccccc1Nc1c(N)c(=O)oc2ccccc12,0.5%,6.3%,26.9%,-8.1%,-11.2%
Cc1cccc2c1N(CCCOc1ccccc1)C(=O)C2=O,7.3%,3.1%,u,17.7%,-3.3%
COc1cccc2sc(N3CCN(c4nc5ccccc5s4)CC3)nc12,8.7%,i,-4.4%,-3.6%,-10.4%
CCOC(=O)C1(Cc2cccc(OC)c2)CCCN(C(=O)CSC)C1 (configuration not stated),-4.6%,i,8.5%,8.1%,4.5%

# An unsorted share of the library. About 1.5% of those tested had a hit in this group.
